Assay outcomes deposited in PubChem by several laboratories.
m5-HT2A agonist = mouse Htr2a agonists via beta-arrestin recruitment, primary screen, cell-based, luminescence. 5-hydroxytryptamine receptor 2A (Mus musculus), P35363. CHO-K1 mHTR2A beta-arrestin complementation; percent of 30 µM serotonin response. 360,000 tested, 0.66% active. activation, % at 7.6 µM;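 active means activation above a run cutoff, the mean activation of all tested compounds plus 3 SD, cut at about 14% in these data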;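 further: 0% = plate median of compound wells and 100% = 30 µM serotonin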
Target sequence (P35363 whole entry, looked up): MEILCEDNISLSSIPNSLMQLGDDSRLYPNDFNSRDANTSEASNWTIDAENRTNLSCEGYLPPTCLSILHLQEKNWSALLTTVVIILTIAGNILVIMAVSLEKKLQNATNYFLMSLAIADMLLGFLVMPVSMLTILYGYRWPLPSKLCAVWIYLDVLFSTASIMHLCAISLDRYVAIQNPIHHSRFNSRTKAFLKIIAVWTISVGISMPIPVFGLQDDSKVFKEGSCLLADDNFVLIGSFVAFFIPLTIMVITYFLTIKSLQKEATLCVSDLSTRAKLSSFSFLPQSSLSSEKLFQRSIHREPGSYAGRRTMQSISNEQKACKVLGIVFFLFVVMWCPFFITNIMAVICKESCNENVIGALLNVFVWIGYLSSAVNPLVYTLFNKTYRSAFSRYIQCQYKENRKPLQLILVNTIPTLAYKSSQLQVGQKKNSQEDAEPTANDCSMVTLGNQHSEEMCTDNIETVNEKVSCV
Cardio protect = cardioprotection against H2O2-induced cell death, primary screen, uHTS, H9c2 cells, ATPLite luminescence; 360,000 tested, 0.63% active; protection from H2O2 cell death, % at 20 µM; H9c2 cardiomyocytes, H2O2 injury protection, 2 h; AID 588492, 2011;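 active means compounds giving at least 50% protection of heart cells from peroxide-induced death in the single-dose screen, raw or plate-pattern-corrected value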;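 further: 0% = DMSO wells with peroxide and 100% = DMSO wells without peroxide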
PDI turbidity = inhibitors of human PDI, primary screen, biochemical, turbidity, single point, plate reader; PDI insulin aggregation turbidity, A650, 90 min; Protein disulfide-isomerase (Homo sapiens), P07237; 350,000 tested, 0.052% active; AID 588391, 2011; inhibition, % at 10 µM;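 active means mean inhibition across replicates of 30% or more, whatever share of single replicates reach that level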;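 further: absorbance from insulin aggregation driven by PDI reduction with DTT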
Target sequence (P07237 whole entry, looked up): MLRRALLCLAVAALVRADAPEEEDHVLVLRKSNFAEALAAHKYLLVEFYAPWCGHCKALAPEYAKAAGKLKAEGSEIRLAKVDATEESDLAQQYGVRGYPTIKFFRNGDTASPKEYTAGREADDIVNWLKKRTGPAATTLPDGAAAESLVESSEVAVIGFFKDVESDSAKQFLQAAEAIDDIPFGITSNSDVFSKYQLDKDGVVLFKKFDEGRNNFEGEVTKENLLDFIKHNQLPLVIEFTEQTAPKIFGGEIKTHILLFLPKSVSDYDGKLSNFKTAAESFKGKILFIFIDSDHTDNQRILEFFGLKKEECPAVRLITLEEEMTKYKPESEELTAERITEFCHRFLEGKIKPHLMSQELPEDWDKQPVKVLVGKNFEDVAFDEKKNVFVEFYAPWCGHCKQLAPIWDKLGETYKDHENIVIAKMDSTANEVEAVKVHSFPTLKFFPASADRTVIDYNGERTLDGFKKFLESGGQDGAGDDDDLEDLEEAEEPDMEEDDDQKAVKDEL
iPSC survival up = enhancers of single-cell hiPSC survival, primary screen, ATPlite luminescence | 100% = ROCK inhibitor wells, 0% = DMSO | survival enhancement, % at 20 µM | 360,000 tested, 0.044% active; in the data active means survival enhancement above about 18%;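 further: cells exposed to compounds for 16 hours before the ATP read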
Vif inh = HIV Vif self-association inhibitors, primary screen, imaging, HEK293T, single point. HEK293T cells, Vif self-association by quenched fluorescence, 24 h. inhibition, % at 7.49 µM. 340,000 tested, 0.35% active; in the data active means inhibition above about 50%, passing the limit was not always enough; further: some results filed as inactive read as strong as hits
CaV13 FRET inh = Primary screen for inhibitors of IQ motif and Ca2+-dependent inactivation inhibitor domain binding in CACNA1D, Förster resonance energy transfer in living cells, …; 340,000 tested, 0.098% active; inhibition, % at 12.3 µM; HEK cells, CFP/YFP FRET ICDI-IQ, plate reader, 10 min; percent FRET-ratio fall versus neutral wells;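 active means mean replicate inhibition of at least 30% and at least 1% of replicates passing that level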;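 further: 0% = median of the neutral control wells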
Glyco luc inh = increase of ERlucT glycosylation luciferase signal, primary screen, N-linked glycosylation inhibitor project, D54 ERlucT cells, luminescence, set 2; D54 ERlucT glycosylation luciferase reporter, 24 h; percent of 100 nM tunicamycin response; reporter increase, % at 12.5 µM; 360,000 tested, 0.23% active;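 active means mean luciferase reporter signal, scaled so untreated is 0 and the glycosylation-blocking control 100, at or above a set limit in every replicate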;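 further: luciferase carries N-glycosylation sites so blocking glycosylation raises the light; 0% = median of neutral control wells and 100% = median of 100 nM tunicamycin wells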
aDG glyco act = activators of alpha-DG glycosylation, primary screen, uHTS, Pro5-aDG cells, AlphaScreen; alpha-DG glycosylation AlphaScreen (IIH6); 0% Pro5, 100% B10-LARGE cell signal; 360,000 tested, 0.22% active; activation, % at 10 µM;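 active means activation of at least 8% versus controls, or a plate z-score of at least 8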;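 further: Pro5 are CHO cells carrying HIG-tagged alpha-DG that lacks glycosylation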
ABCB6 inh MLPCN = ABCB6 transporter inhibitors, primary screen, K562-ABCB6 cells, flow cytometry, MLPCN library; ATP-binding cassette sub-family B member 6 (Homo sapiens), Q9NP58; K562-ABCB6 porphyrin accumulation, 1 h; active compounds read low; fluorescence ratio to DMSO, % at 10 µM; 360,000 tested, 0.19% active;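 active means fluorescence ratio to DMSO below 75%, the collection mean minus 3 SD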;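 further: signal is porphyrin accumulated inside mitochondria; 100% equals median channel fluorescence of DMSO control wells; lower ratio means ABCB6 inhibition with less porphyrin fluorescence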
Granule exo inh = LAMP-1 surface exposure blockers, TALL-104 cells – cell-based, flow cytometry, MLPCN library, primary screen. AID 651702, 2012. 360,000 tested, 0.66% active. TALL-104 LAMP-1 surface exposure; cells stimulated with thapsigargin and PMA. inhibition, % at 10 µM;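 active means inhibition above about 55%, limit read from the data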
* = called active by the depositor. Compounds as they come; 3.1% or so of the library scored in one or more.

Results for CC(C)n1nnnc1C1c2ccccc2C(=O)N1Cc1ccc(F)cc1 (stereo not given) ?
m5-HT2A agonist: -4; iPSC survival up: 0.5; CaV13 FRET inh: -7; aDG glyco act: 0.4; ABCB6 inh MLPCN: 92; Granule exo inh: -4

What do the screens show for `Cn1c2ccc(F)cc2c2ncn(CCN3CCOCC3)c(=O)c21`?
m5-HT2A agonist: 12; Cardio protect: 1; PDI turbidity: -2; iPSC survival up: -0.1; Vif inh: 2; Glyco luc inh: 0; aDG glyco act: 0.3; ABCB6 inh MLPCN: 97; Granule exo inh: 0

How did CCC1C(C#N)=C(SC)NC2=C1C(=O)CC(C)(C)C2 (stereo not given) do in these assays?
m5-HT2A agonist: -1; Cardio protect: 2; PDI turbidity: -4; iPSC survival up: -1.5; Vif inh: -2; CaV13 FRET inh: -5; Glyco luc inh: 4; aDG glyco act: 0.1; ABCB6 inh MLPCN: 96; Granule exo inh: -2

What do the screens show for `COc1ccc(Br)cc1/C=C/C(=O)NCC(=O)O`?
m5-HT2A agonist: -4; Cardio protect: -15; PDI turbidity: 10; iPSC survival up: 1.6; Vif inh: 2; CaV13 FRET inh: 3; Glyco luc inh: 0; aDG glyco act: -0.3; ABCB6 inh MLPCN: 95; Granule exo inh: -2

What do the screens show for `Cc1ccc2oc(=O)c3cc(C(=O)NCCCN4CCc5ccccc5C4)sc3c2c1`?
m5-HT2A agonist: -2; Cardio protect: 30; iPSC survival up: -0.2; Vif inh: 4; CaV13 FRET inh: 5; Glyco luc inh: 0; aDG glyco act: -0.2; ABCB6 inh MLPCN: 98; Granule exo inh: 4

How did Cc1ccc(OC(=O)Cn2c(C(F)(F)F)nc3ccccc32)cc1 do in these assays?
m5-HT2A agonist: -4; Cardio protect: -10; PDI turbidity: 1; iPSC survival up: 1.5; Vif inh: -3; CaV13 FRET inh: -1; Glyco luc inh: 1; aDG glyco act: -0.1; ABCB6 inh MLPCN: 98; Granule exo inh: 0

How did COc1ccc(S(=O)(=O)N2CCCN(CC(=O)Nc3ccc(NC(C)=O)cc3)CC2)cc1 do in these assays?
m5-HT2A agonist: 4; Cardio protect: 1; PDI turbidity: -23; iPSC survival up: -0.6; Vif inh: -7; CaV13 FRET inh: -7; Glyco luc inh: 0; aDG glyco act: 0.1; ABCB6 inh MLPCN: 94; Granule exo inh: -10

What do the screens show for `O=C(NC12CC3CC(CC(C3)C1)C2)c1ccccc1O`?
m5-HT2A agonist: 4; Cardio protect: -2; PDI turbidity: 0; iPSC survival up: -3.6; Vif inh: -5; CaV13 FRET inh: -4; Glyco luc inh: -3; aDG glyco act: -0.2; ABCB6 inh MLPCN: 96; Granule exo inh: 1

How did CCCCCCN=C(C)C1=C(O)C(C(=O)OC)C(C)(C)CC1=O (stereo not given) do in these assays?
m5-HT2A agonist: 10; Cardio protect: -3; PDI turbidity: 11; iPSC survival up: 1.9; Vif inh: 4; Glyco luc inh: -1; aDG glyco act: 0.1; Granule exo inh: 1

Results for Cc1c(C)c(C)c(C(=O)CCc2cccc(NC(=O)CCC(=O)O)c2)c(C)c1C ?
m5-HT2A agonist: 2; Cardio protect: -1; PDI turbidity: 2; iPSC survival up: -0.1; Vif inh: -2; CaV13 FRET inh: -6; Glyco luc inh: 2; aDG glyco act: -0.1; ABCB6 inh MLPCN: 95; Granule exo inh: -17

How did CC(=O)NC1C(Oc2cccc(C)c2)OC2COC(c3ccco3)OC2C1O (stereo not given) do in these assays?
m5-HT2A agonist: 3; Cardio protect: -2; PDI turbidity: 6; iPSC survival up: 1.4; Vif inh: -1; CaV13 FRET inh: -4; Glyco luc inh: 2; aDG glyco act: -0.3; ABCB6 inh MLPCN: 105; Granule exo inh: 4

Results for CCC(=O)NCC(c1ccco1)N1CCN(c2ccc(OC)cc2)CC1 (stereo not given) ?
m5-HT2A agonist: -3; Cardio protect: -5; PDI turbidity: 6; iPSC survival up: 0.0; Vif inh: 10; CaV13 FRET inh: -2; Glyco luc inh: 1; aDG glyco act: 0.0; ABCB6 inh MLPCN: 101; Granule exo inh: -4

How did C#CCOCCOCCOCCNc1nc(N2CCN(C(=O)[C@H](CC(N)=O)n3cc([C@@H](N)C(C)C)nn3)CC2)nc(N2CCN(C(=O)[C@H](CC(N)=O)n3cc([C@@H](N)C(C)C)nn3)CC2)n1 do in these assays?
m5-HT2A agonist: 2; Cardio protect: -4; PDI turbidity: 1; iPSC survival up: 0.7; Vif inh: -2; CaV13 FRET inh: -10; Glyco luc inh: 1; aDG glyco act: -0.2; ABCB6 inh MLPCN: 95; Granule exo inh: -1

How did CCN1C(=O)C(CC(=O)N2CCN(C(c3ccccc3)c3ccccc3)CC2)N(CC)C1=O (stereo not given) do in these assays?
m5-HT2A agonist: -4; Cardio protect: 11; PDI turbidity: 1; iPSC survival up: -1.9; Vif inh: 9; CaV13 FRET inh: -7; Glyco luc inh: 0; aDG glyco act: 1.3; ABCB6 inh MLPCN: 91; Granule exo inh: -3

Results for Cc1ccc(-n2c3c(cc(C(=O)N4CCN(C)CC4)c2=O)C(=O)CC(C)(C)C3)cc1 ?
m5-HT2A agonist: 0; Cardio protect: 4; PDI turbidity: 6; iPSC survival up: 1.0; Vif inh: -3; Glyco luc inh: 1; aDG glyco act: -0.3; ABCB6 inh MLPCN: 95; Granule exo inh: 2

How did COc1ccc(CCNCCN2CCOCC2)cc1 do in these assays?
m5-HT2A agonist: 0; Cardio protect: 3; PDI turbidity: -1; iPSC survival up: -0.2; Vif inh: -2; CaV13 FRET inh: -1; Glyco luc inh: 0; aDG glyco act: -0.1; ABCB6 inh MLPCN: 99; Granule exo inh: 6

What do the screens show for `COC(=O)/C(=C/c1ccco1)NC(=O)c1ccccc1`?
m5-HT2A agonist: 2; Cardio protect: 8; PDI turbidity: 6; iPSC survival up: 0.3; Vif inh: 7; CaV13 FRET inh: -19; Glyco luc inh: 0; aDG glyco act: -0.2; ABCB6 inh MLPCN: 94; Granule exo inh: 6

What do the screens show for `COc1ccc(Nc2ccnc3ccccc23)cc1`?
m5-HT2A agonist: 0; Cardio protect: -19; PDI turbidity: 0; iPSC survival up: 6.1; Vif inh: -4; CaV13 FRET inh: 0; Glyco luc inh: -10; aDG glyco act: 0.8; ABCB6 inh MLPCN: 100; Granule exo inh: 2

How did CC1(C)Cc2c(cnn2-c2ccccc2)C(=O)/C1=N\NC(=O)c1ccccc1O do in these assays?
m5-HT2A agonist: -4; Cardio protect: 22; PDI turbidity: -1; iPSC survival up: 0.8; Vif inh: -3; CaV13 FRET inh: -5; Glyco luc inh: 3; aDG glyco act: -0.1; ABCB6 inh MLPCN: 95; Granule exo inh: -4

How did CCC(C)N(C(=O)COc1ccc(NC(C)=O)cc1)C1CCS(=O)(=O)C1 (stereo not given) do in these assays?
m5-HT2A agonist: 0; Cardio protect: 10; PDI turbidity: 2; iPSC survival up: -1.0; Vif inh: -1; CaV13 FRET inh: -7; Glyco luc inh: 1; aDG glyco act: 0.5; ABCB6 inh MLPCN: 100; Granule exo inh: 0

Results for CC1=CC(=O)C(C(C)C)=CC1=NC(=O)c1ccc(C)cc1 ?
m5-HT2A agonist: -1; Cardio protect: -18; PDI turbidity: 1; iPSC survival up: -2.8; Vif inh: -8; CaV13 FRET inh: -3; Glyco luc inh: -1; aDG glyco act: 0.9; ABCB6 inh MLPCN: 98; Granule exo inh: 33

Results for COc1ccc(C2=NC(CO)(CO)CO2)cc1 ?
m5-HT2A agonist: 2; Cardio protect: -3; PDI turbidity: -4; iPSC survival up: -1.8; Vif inh: -7; CaV13 FRET inh: -18; Glyco luc inh: 2; aDG glyco act: -0.3; ABCB6 inh MLPCN: 100; Granule exo inh: 2

How did Cc1nc2nc(C)c(CCC(=O)NCc3ccc4c(c3)OCO4)c(C)n2n1 do in these assays?
m5-HT2A agonist: 8; Cardio protect: 6; PDI turbidity: 11; iPSC survival up: -3.1; Vif inh: -1; CaV13 FRET inh: -5; Glyco luc inh: 2; aDG glyco act: -0.1; ABCB6 inh MLPCN: 89; Granule exo inh: 1

How did CC1CC(C)(C)CC2(C1)NC(=O)N(CC(=O)NCCc1ccc3c(c1)OCCO3)C2=O (stereo not given) do in these assays?
m5-HT2A agonist: -3; Cardio protect: 1; PDI turbidity: -3; iPSC survival up: 0.0; Vif inh: 0; CaV13 FRET inh: -2; Glyco luc inh: -1; aDG glyco act: -0.1; ABCB6 inh MLPCN: 100; Granule exo inh: -2

How did COC(=O)C1=C(N)OC2=C(C(=O)CCC2)C1c1ccc2c(c1)OCO2 (stereo not given) do in these assays?
m5-HT2A agonist: 0; Cardio protect: 3; PDI turbidity: -4; iPSC survival up: -0.4; Vif inh: 29; CaV13 FRET inh: 1; Glyco luc inh: 2; aDG glyco act: 0.0; ABCB6 inh MLPCN: 92; Granule exo inh: 16

How did CCOc1ncccc1C(=O)N1CCN(S(=O)(=O)c2ccc(Br)cc2Cl)CC1 do in these assays?
m5-HT2A agonist: -2; Cardio protect: -5; PDI turbidity: 3; iPSC survival up: -0.2; Vif inh: -2; CaV13 FRET inh: -1; Glyco luc inh: -2; aDG glyco act: -0.2; ABCB6 inh MLPCN: 104; Granule exo inh: -3

How did COc1ccc(-c2ncc3ccccn23)cc1OC do in these assays?
m5-HT2A agonist: -2; Cardio protect: 2; PDI turbidity: 16; iPSC survival up: -2.0; Vif inh: 6; Glyco luc inh: 1; aDG glyco act: 0.3; ABCB6 inh MLPCN: 120; Granule exo inh: -1

How did Cc1nc(Sc2nnnn2-c2ccccc2)c(C#N)c(C)c1C do in these assays?
m5-HT2A agonist: 1; Cardio protect: 2; PDI turbidity: -2; iPSC survival up: 1.6; CaV13 FRET inh: -7; Glyco luc inh: 2; aDG glyco act: 0.0; ABCB6 inh MLPCN: 99; Granule exo inh: 0

Results for COc1cc(C(=O)NCC(=O)Nc2c(C)cccc2C)ccc1OCC(=O)N1CCOCC1 ?
m5-HT2A agonist: 1; Cardio protect: 8; PDI turbidity: 3; iPSC survival up: 0.1; Vif inh: -5; CaV13 FRET inh: -7; Glyco luc inh: 1; aDG glyco act: -0.1; ABCB6 inh MLPCN: 98; Granule exo inh: -11

Results for CCN(CCCNC(=O)CSc1cc(=O)n(C)c2cc(Cl)ccc12)Cc1ccccc1 ?
m5-HT2A agonist: -5; Cardio protect: -1; PDI turbidity: -1; iPSC survival up: 1.4; Vif inh: 4; CaV13 FRET inh: -6; Glyco luc inh: 1; aDG glyco act: 0.7; ABCB6 inh MLPCN: 106; Granule exo inh: 2
